Screening data deposited in PubChem by several laboratories.
Autophagy mod: autophagy modulation, high-content screen. MEF GFP-LC3 puncta imaging; test concentration mostly 10 µM. calls only at 10 µM (by protocol). 190,000 tested, 0.98% active. AID 463193;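 active means percentage of spot-positive cells more than 3 SD above its plate mean, without a fluorescence outlier flag or 80% toxicity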;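 further: spot-positive cell cutoff set from DMSO-treated cells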
M17LAP inhibition: P. falciparum M17LAP inhibitors, primary screen, biochemical, fluorogenic H-Leu-NHMec substrate, 1536-well (AID 1619) | recombinant M17LAP, H-Leu-NHMec fluorogenic kinetic assay; higher % means a stronger effect | inhibition, % at 30 µM; hits with a dose series show IC50 in µM | 220,000 tested, 0.38% active;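 active means compound inhibiting the enzyme by more than half at any dose during confirmatory dose-response retesting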;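 further: plate controls were full reaction with DMSO carrier for no effect and no enzyme background for full effect; strong numbers were not always called active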
T cell HTS: T cell immune modulators affecting CD8 T cell-vesicle binding. calls only at 7 µM. 330,000 tested, 0.068% active. AID 2052. 2C CD8+ T cell-vesicle binding, flow cytometry; stronger effect = lower value;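 active means response, share of CD8 T cells binding vesicles, and their 90th percentile fluorescence all below set limits, cut at about 80% in these data, passing the limit was not always enough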
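Test system: purified 2C TCR transgenic mouse naive CD8+ T cells. Probe or stimulus: QL9-peptide-loaded Drosophila micro-vesicles bearing Ld, ICAM-1 and B7-1. Incubation: binding step 1.5 h, 37 °C, antibody labelling 20 min, ice. Measured by: flow cytometry of vesicle-bound cells.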
Yfh1-depleted yeast: mitochondrial function rescue without frataxin homolog – Friedreich's ataxia, plus single-dose screen, dose response (AID 1465); S. cerevisiae Yfh1-off respiration, WST-1 reduction, 72 h; higher fold induction means a stronger effect; fold induction at 50 µM; hits with a dose series show EC50 in µM; 220,000 tested, 0.074% active;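 active means fold induction of absorbance versus untreated yeast above a set limit, then at least 30% activation at any dose in follow-up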;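 further: activators that raise dye reduction in frataxin-depleted yeast; strong numbers were not always called active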
MT stabilizer: microtubule stabilizers in HeLa cells | % tubulin-high responders, % at 10 µM | 200,000 tested, 0.83% active | HeLa tubulin immunostaining HCS, 24 h; share of cells brighter than vehicle mean+2SD;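 active means plate Z-score above 3 for both tubulin-high and condensed-nucleus cell shares, with cell loss under 80%, at 10 µM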;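 further: anti alpha tubulin signal scored within the nucleus-defined area of each cell; some results filed as inactive read as strong as hits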
Dynein transport: blocks dynein driven cargo transport along microtubules; z-score, hits read low; 220,000 tested, 0.47% active; AID 1381; 3617.4 mouse cells, GR-EGFP nuclear translocation imaging; test concentration mostly 20 µM; stimulated with dexamethasone, 1 µM; stronger effect = lower value;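 active means plate z-score of nuclear minus cytoplasmic receptor signal below a set negative limit, without overly bright fluorescence or cell loss, cut at about -3.5 in these data, passing the limit was not always enough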;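 further: z-score of nuclear minus cytoplasmic ring GR-EGFP intensity difference per well; some compounds called inactive have numbers as strong as hits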
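medium = tetracycline-free induction medium containing charcoal-stripped FBS | also added = 1.0 µM final dexamethasone stimulus | schedule = 48 h induction, 1 h compound, 30 min dex at 37 °C | technique = fixed, Hoechst-stained cells imaged at 10x for EGFP | measure = GR-EGFP nuclear translocation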
WT yeast gro inh: growth inhibition of WT yeast, mitochondrial fusion screen; mitochondrial fusion phenotypic screen, WT strain; inhibition, % at 10 µM; 190,000 tested, 2.1% active; in the data active means inhibition above about 58%; tested in S. cerevisiae
M1AAP inhibition: malaria alanyl aminopeptidase activity blockers – biochemical, fluorogenic H-Leu-NHMec substrate, 1536-well (AID 1445); recombinant M1AAP, H-Leu-NHMec fluorogenic kinetic assay; higher % means a stronger effect; inhibition, % at 30 µM; hits with a dose series show IC50 in µM; 220,000 tested, 0.42% active;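 active means primary inhibition above the hit cutoff, then over 50% inhibition at one or more dose response concentrations, cut at about 23% in these data, passing the limit was not always enough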;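 further: plate controls were DMSO full reaction for no effect and no enzyme background for full effect; strong numbers were not always called active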
bCat nuc transl: modulators of beta-catenin nuclear translocation; 190,000 tested, 0.3% active; HeLa beta-catenin nuclear translocation, immunofluorescence imaging; nuclear translocation activity, % at 5 µM;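 active means nuclear translocation activity above 50% at 5 µM, with a well cell count of 50 or more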;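 further: per-cell ratio of nuclear to cytoplasmic median beta-catenin stain intensity; plate controls were DMSO negative control for no effect and GSK-3 inhibitor IX positive control for full effect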
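Test system: HeLa cells, endogenous beta-catenin; Compound: single 5 µM dose plus 0.02–20 µM confirmation series; Times: compound exposure 24 h at 37°C; Signal: fluorescence imaging of beta-catenin antibody stain plus DAPI; Read-out: % activation, nuclear-to-cytoplasmic median beta-catenin signal ratio per cell.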
WT yeast gro inh mutant strain: recorded beside WT yeast gro inh, whose call it bears; inhibition, %; mitochondrial fusion phenotypic screen, mutant strain inhibition
Dynein transport cytoplasmic EGFP: recorded beside Dynein transport, whose call it bears; z-score; measured here: cytoplasmic GR-EGFP intensity; stronger effect = higher value
Dynein transport nuclear GR-EGFP: also measured in Dynein transport; calls as there; z-score; measured here: nuclear GR-EGFP intensity;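 lower value marks the stronger effect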
Dynein transport cell count: also measured in Dynein transport; calls as there; z-score; measured here: cell count per field
bCat nuc transl cell count 5 µM: further read-out of bCat nuc transl, marked with its call; cell count; measured here: cell count, cytotoxicity flag
T cell HTS vesicle-bound %: second read-out of T cell HTS, no call of its own (marks repeat the call); double positive events, %; measured here: CD8+ vesicle-bound cell fraction;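 binding gate set so that unloaded-vesicle control wells show 10% double positive cells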
MT stabilizer Hoechst-high %: recorded beside MT stabilizer, whose call it bears; % Hoechst-high responders; measured here: nuclear condensation Hoechst responders;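 share of cells brighter than vehicle mean plus two SD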
MT stabilizer cytotoxicity %: further read-out of MT stabilizer, marked with its call; toxicity, %; measured here: cytotoxicity by cell density;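 0% = mean cell density of plate MIN control wells and 100% = no cells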
Autophagy mod cell loss 18 h: further read-out of Autophagy mod, marked with its call; toxicity, %; measured here: cell loss, nuclei count;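 cell loss after 18 h compound exposure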
* = called active by the depositor; i = inactive; · = not tested or not shown.

Start of the listing, in advance (4 entries):
SMILES	Autophagy mod	Autophagy mod cell loss 18 h	M17LAP inhibition	T cell HTS	T cell HTS vesicle-bound %	Yfh1-depleted yeast	MT stabilizer	MT stabilizer Hoechst-high %	MT stabilizer cytotoxicity %	Dynein transport	Dynein transport cytoplasmic EGFP	Dynein transport nuclear GR-EGFP	Dynein transport cell count	WT yeast gro inh	WT yeast gro inh mutant strain	M1AAP inhibition	bCat nuc transl	bCat nuc transl cell count 5 µM
O=c1cc(C(F)(F)F)c2sc(N3CCCCC3)nc2[nH]1	i	-2.3	-7.5%	i	42.6	i	5.1	3.1	9.1	0.84	-0.0947	0.621	-1.4	4.0	2.6	0.3%	3.0	1056
CCc1cc(C(=O)N2CCCC(CCC(=O)N3CCN(c4ccccn4)CC3)C2)no1 (stereo unspecified)	i	-1.7	·	i	43.2	i	2.1	0.7	5.4	2.01	0.2	2.08	-2.11	22.5	14.6	·	-0.3	953
Cc1cc(C)c(S(=O)(=O)N2CCCCC2)c(C)c1N(C)S(=O)(=O)c1ccc(Cl)cc1	i	5.6	2.1%	i	23.1	i	4.6	2.4	6.5	0.048	-0.199	0.0572	-0.362	7.5	-4.5	11.1%	-1.5	1152
O=S(=O)(Nc1ccc(-c2cnco2)cc1)c1ccccc1	·	·	-1.5%	i	35.4	i	·	·	·	0.263	-0.255	0.151	-0.347	·	·	3.5%	-1.6	1326

All compounds of this part, repeating the preview:
SMILES	Autophagy mod	Autophagy mod cell loss 18 h	M17LAP inhibition	T cell HTS	T cell HTS vesicle-bound %	Yfh1-depleted yeast	MT stabilizer	MT stabilizer Hoechst-high %	MT stabilizer cytotoxicity %	Dynein transport	Dynein transport cytoplasmic EGFP	Dynein transport nuclear GR-EGFP	Dynein transport cell count	WT yeast gro inh	WT yeast gro inh mutant strain	M1AAP inhibition	bCat nuc transl	bCat nuc transl cell count 5 µM
O=c1cc(C(F)(F)F)c2sc(N3CCCCC3)nc2[nH]1	i	-2.3	-7.5%	i	42.6	i	5.1	3.1	9.1	0.84	-0.0947	0.621	-1.4	4.0	2.6	0.3%	3.0	1056
CCc1cc(C(=O)N2CCCC(CCC(=O)N3CCN(c4ccccn4)CC3)C2)no1 (stereo unspecified)	i	-1.7	·	i	43.2	i	2.1	0.7	5.4	2.01	0.2	2.08	-2.11	22.5	14.6	·	-0.3	953
Cc1cc(C)c(S(=O)(=O)N2CCCCC2)c(C)c1N(C)S(=O)(=O)c1ccc(Cl)cc1	i	5.6	2.1%	i	23.1	i	4.6	2.4	6.5	0.048	-0.199	0.0572	-0.362	7.5	-4.5	11.1%	-1.5	1152
O=S(=O)(Nc1ccc(-c2cnco2)cc1)c1ccccc1	·	·	-1.5%	i	35.4	i	·	·	·	0.263	-0.255	0.151	-0.347	·	·	3.5%	-1.6	1326
O=C(CSc1nnc(Nc2ccccc2)s1)NCCN1C(=O)CSC1=O	i	32.5	33.8%	i	38.4	i	6.7	2.5	9.2	-0.445	-0.175	-0.158	-0.235	-0.7	-1.3	0.8%	-1.6	1092
CCN(CC)c1ccc(C2C(C(=O)OCCOC(C)C)=C(C)NC3=C2C(=O)CCC3)cc1 (stereo unspecified)	i	-4.9	1.9%	i	29.8	i	3.1	2.5	6.2	-0.332	-0.186	0.0723	0.547	4.6	-1.4	11.7%	-5.8	1048
Cc1ccccc1C(O)c1ccncc1 (stereo unspecified)	i	5.2	4.3%	i	56.9	i	1.6	1.2	2.3	-0.578	-0.241	0.0625	0.942	44.4	26.1	-6.5%	-7.5	1248
c1cc2c(cc1-c1csc(NNC3=NCCCCC3)n1)OCCO2	i	-5.6	9.1%	i	66.5	i	2.6	2.1	5.1	-0.834	-0.3	-0.345	0.751	30.1	23.6	13.2%	-0.5	1190
CC(=O)Nc1ccc(S(=O)(=O)Nc2ccc(C)c([N+](=O)[O-])c2)cc1	i	13.6	0.5%	i	6.6	i	3.5	3.9	5.9	-0.498	-0.425	-0.78	0.575	-1.8	2.1	3.7%	-1.4	1124
CC(Oc1ccc(Cl)cc1)C(=O)OCC(=O)Nc1ncc(Cl)cc1Cl (stereo unspecified)	i	0.8	7.4%	i	41.8	i	1.5	1.8	18.0	-0.651	-0.272	-0.318	0.391	2.1	-9.7	0.7%	-3.3	1121
Cn1c(=O)c2cc(S(=O)(=O)NCCC(=O)NC3CCCCCC3)ccc2n(C)c1=O	i	3.8	18.5%	i	2.7	i	1.4	1.1	5.4	-0.953	0.0605	-0.445	-0.39	0.9	12.7	2.0%	-3.5	1124
COCCNc1ccc([N+](=O)[O-])cc1C(=O)Nc1cccc(C)n1	i	2.8	3.0%	i	32.0	i	1.5	1.5	4.4	0.0862	-0.308	0.726	-0.118	9.1	0.0	10.1%	-1.8	892
CS(=O)(=O)N(CC(=O)N1CCN(c2ccc(F)cc2)CC1)c1ccc(F)c(Cl)c1	i	-13.0	4.0%	i	38.9	i	1.1	1.2	7.5	0.0884	-0.29	0.368	-0.0575	5.8	3.2	-1.5%	-5.0	1274
Cc1nn(CCCC(=O)Nc2cccnc2)c(C)c1[N+](=O)[O-]	i	35.3	1.0%	i	21.3	i	1.6	2.0	7.7	0.904	-0.214	0.466	-1.15	-29.4	-10.8	-3.1%	-0.3	1145
CN(C)/N=C/c1ccc(Sc2ccc([N+](=O)[O-])cc2[N+](=O)[O-])o1	i	-8.7	10.1%	i	48.2	i	3.5	3.8	0.5	-0.063	-0.337	-0.349	0.488	7.2	-16.2	-4.4%	·	·
COC(=O)N/N=C/c1c(C)nn(-c2cccc(Cl)c2)c1Cl	i	16.2	6.6%	i	50.2	i	8.2	11.8	13.8	-0.803	-0.151	-0.598	0.0368	-3.0	19.2	10.9%	44.8	460
O=C(O)CCCN1C(=O)/C(=C/C=C/c2ccco2)SC1=S	·	·	9.7%	i	24.6	i	·	·	·	0.667	-0.0869	0.363	-0.392	·	·	7.3%	-1.1	1410
O=C(CCCOc1ccccc1)N1CCCCC1	i	-8.8	8.1%	i	53.1	i	1.0	0.8	14.1	-0.0177	-0.25	-0.279	0.0505	-10.1	-15.9	3.4%	·	·
Cc1ccc(C(=O)Nc2nc3ccccc3c(=O)s2)cc1	i	6.9	6.1%	i	28.6	i	2.2	1.7	6.1	0.629	-0.215	0.815	-0.794	1.7	13.7	5.4%	-4.0	735
Cc1cccc(C)c1OCCCCn1cnc2ccccc2c1=O	i	6.7	0.5%	i	37.1	i	1.5	1.2	8.0	-0.313	-0.214	-0.679	0.657	1.0	6.7	0.8%	·	·
CC(=O)N(/C=C1\SC(=S)N(c2ccccc2)C1=O)c1ccccc1	·	·	7.7%	i	29.5	i	·	·	·	0.341	-0.198	0.0885	0.0931	·	·	11.8%	0.8	1270
Cn1c(N/N=C/c2cccs2)cc(=O)n(C)c1=O	i	-7.2	3.1%	i	43.5	·	4.1	2.7	3.9	-0.543	0.197	-0.232	0.693	10.2	6.0	3.6%	·	·
OCCNC(=S)NC1CCCCC1	i	19.9	-7.2%	i	16.8	i	1.8	1.0	6.9	-0.18	-0.218	0.0156	0.2	2.4	2.0	3.5%	0.8	1153
NC(=S)NN=C(Cc1ccccc1)Cc1ccccc1	i	18.9	-4.3%	i	43.8	i	3.7	2.8	10.0	1.34	-0.206	1.02	-1.02	53.5	39.3	-4.8%	-6.4	1083
c1ccc2c(c1)nc1n2CCN1	i	-11.1	-1.6%	i	54.5	i	2.5	1.2	2.3	0.61	-0.183	0.752	-1.23	10.2	9.8	-3.7%	-1.1	1073

The results go on.
SMILES	Autophagy mod	Autophagy mod cell loss 18 h	M17LAP inhibition	T cell HTS	T cell HTS vesicle-bound %	Yfh1-depleted yeast	MT stabilizer	MT stabilizer Hoechst-high %	MT stabilizer cytotoxicity %	Dynein transport	Dynein transport cytoplasmic EGFP	Dynein transport nuclear GR-EGFP	Dynein transport cell count	WT yeast gro inh	WT yeast gro inh mutant strain	M1AAP inhibition	bCat nuc transl	bCat nuc transl cell count 5 µM
CCC(=O)Nc1c2c(nn1-c1ccccc1C)CSC2	i	5.1	-0.2%	i	37.4	i	2.0	1.1	10.2	-0.866	-0.088	-1.02	-0.252	24.0	10.3	4.8%	0.5	1060
CCOc1ccc(C(F)(F)F)cc1NC(=O)COc1ccc(C(F)(F)F)cc1[N+](=O)[O-]	i	12.7	-1.7%	i	55.6	i	2.6	1.7	4.6	0.0353	-0.182	-0.116	-1.16	8.3	22.7	-1.9%	-1.4	1082
Cc1nc2cc(C(=O)O)ccc2n1-c1ccc(F)cc1F	i	-2.0	9.5%	i	33.5	i	2.9	1.9	5.7	0.0342	-0.289	-0.0627	1.08	-9.3	4.3	2.5%	·	·
CCCn1c(NCc2cccc(OC)c2OC)nc2ccccc21	i	-10.9	-7.4%	i	22.5	i	1.0	1.7	10.0	-0.551	-0.285	0.0199	0.757	28.9	17.6	-2.7%	-1.5	1172
Cc1cc(Nc2ccc3c(c2)OCCO3)n2ncnc2n1	i	-10.5	12.8%	i	28.6	i	3.8	6.2	5.6	-1.36	1.17	-0.488	1.54	7.3	17.9	-0.4%	-3.0	960
O=C(c1ccc2ccccc2c1)C1CCCN(C(=O)c2noc3c2CCCC3)C1 (stereo unspecified)	i	2.1	-2.2%	i	20.0	i	4.6	1.1	5.7	-0.599	-0.333	-0.272	0.545	22.6	-9.1	-0.8%	-0.8	1507
